TWEAK-Fn14 inh – inhibitors of TWEAK-Fn14 signaling, primary screen, luciferase reporter cells, uHTS; AID 1159606, 2016; actives 2% (n = 360,000); TWEAK-stimulated Fn14 reporter cells, luciferase luminescence, 8 h; inhibition, % at 10 µM; in the data active = inhibition above about 50%
KKLEB tox – cytotoxicity in KKLEB CF airway cells, primary screen, cytotoxicity control for CF NF-kB inhibitor project, cell-based, uHTS, fluorescence assay plates. AID 602141, 2011. KKLEB CF airway cells viability, ATPlite luminescence, overnight; stronger effect = lower value; cells stimulated with P. aeruginosa culture filtrate. actives 0.36% (n = 360,000). activity change (cytotoxicity), % at 5 µM;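 active = corrected activity change at or below -50% at 5 µM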
NR2E3 ag-1 – NR2E3 agonists in two-hybrid cells, primary screen, cell-based, luminescence, CHO-S, Gal4-NCOR/VP16-NR2E3. actives 0.35% (n = 360,000). luciferase. inhibition of corepressor binding, % at 3.98 µM. AID 602229, 2012;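 active = inhibition above the mean of all tested compounds plus 3 SD, cut at about 70% in these data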;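 also: 0% = DMSO with NR2E3 transfected cells and 100% = cells lacking NR2E3 construct; higher means lower luciferase signal from less NR2E3 corepressor binding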
Target sequence (Q9Y5X4 whole entry, looked up, the tested form may be a part): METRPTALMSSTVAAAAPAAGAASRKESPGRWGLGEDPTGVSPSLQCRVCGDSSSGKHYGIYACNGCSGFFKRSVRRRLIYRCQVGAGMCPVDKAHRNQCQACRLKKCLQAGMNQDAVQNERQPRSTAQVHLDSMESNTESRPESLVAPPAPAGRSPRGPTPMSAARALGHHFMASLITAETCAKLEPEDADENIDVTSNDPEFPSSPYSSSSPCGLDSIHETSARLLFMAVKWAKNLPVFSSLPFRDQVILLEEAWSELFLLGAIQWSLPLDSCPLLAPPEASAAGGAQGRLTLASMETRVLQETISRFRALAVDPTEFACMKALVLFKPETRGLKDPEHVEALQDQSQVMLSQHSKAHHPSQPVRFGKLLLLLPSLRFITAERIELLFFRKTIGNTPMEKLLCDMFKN
CF NFkB inh – inhibitors of PAF-induced NF-kB signaling, primary screen, cell-based, GFP fluorescence, uHTS | KKLEB NF-kB-GFP reporter, GFP fluorescence overnight | inhibition, % at 5 µM | actives 0.86% (n = 360,000) | AID 588850, 2011;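 active = at least 50% inhibition at 5 µM, scaled per plate between neutral and stimulator controls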;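 also: PAF is a Pseudomonas aeruginosa culture filtrate used as stimulus; plate controls were PAF-stimulated DMSO wells for no effect and unstimulated DMSO wells for full effect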
hiPSC survival – enhancers of single-cell hiPSC survival, primary screen, ATPlite luminescence. survival enhancement, % at 20 µM. actives 0.044% (n = 360,000). 100% = ROCK inhibitor wells, 0% = DMSO; in the data active = survival enhancement above about 18%;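 also: cells exposed to compounds for 16 hours before the ATP read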
Peg3 promoter – Peg3 promoter-driven luciferase inhibitors, primary screen, cell-based, HeLa, luciferase luminescence. HeLa PEG-Prom luciferase reporter, overnight. inhibition, % at 20 µM. actives 1.7% (n = 360,000);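 active = inhibition of at least 50% at 20 µM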
TRPM1 prom inh – inhibitors of MITF-dependent TRPM1 promoter reporter, primary screen, cell-based, SK-MEL-5, single point, luciferase; SK-MEL-5 TRPM1 promoter luciferase, 24 h; inhibition, % at 12.5 µM; actives 0.83% (n = 330,000);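 active = mean inhibition across replicates of 60% or more, whatever share of single replicates reaches that level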; also: values of inactives mirror those of a sister screen read the other way
Shn3 inh set2 – reduction of Shn3 3'UTR firefly luciferase signal, primary screen, Schnurri-3 inhibitor project, cell-based, Clone20 osteoblasts, set 2 | AID 588674, 2011 | inhibition, % at 12.5 µM | Clone20 osteoblast Shn3 3'UTR firefly luciferase, 24 h | actives 0.52% (n = 360,000);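 active = mean inhibition of at least 75% with every replicate also reaching 75%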;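 also: 0% = median of neutral control wells and 100% = pilot-screen positive control compound; some compounds past the cut are filed as inactive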
HIF-2a inh – HIF-2a reporter inhibitors, primary screen, luminescence, 786-0 RCC cells; 786-0 RCC cells HIF-2a reporter, luciferase luminescence, overnight; inhibition, % at 18.8 µM; actives 0.72% (n = 360,000);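 active = inhibition of the luminescence signal of 40% or more relative to plate controls, in a single-dose primary screen at 18.75 µM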
NR2E3 ag-2 – inhibitors of NR2E3-RetCOR corepressor binding, primary screen, NR2E3 agonist project, biochemical, TR-FRET, GST-NR2E3, biotin-RetCOR; Photoreceptor-specific nuclear receptor (Homo sapiens), Q9Y5X4; 1536-well; inhibition of corepressor binding, % at 4.78 µM; actives 0.12% (n = 320,000); AID 2300, 2010;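 active = percent inhibition above the cutoff of mean plus 3 SD of all tested compounds, set per screening campaign, cut at about 20% in these data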;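 also: 0% = DMSO wells and 100% = biotin wells as full block of FRET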
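System: GST-tagged NR2E3 plus biotinylated RetCOR corepressor; Amount: 1.35 nM GST-tagged NR2E3 final; Dosing: single nominal compound dose of 4.8 µM; Schedule: 5 h incubation at 4 °C; Technique: TR-FRET with europium anti-GST and streptavidin-D2, 340 nm excitation; Controls: biotin wells as high control, 0.6% DMSO wells as low control.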
aDG glyco up – activators of alpha-DG glycosylation, primary screen, uHTS, Pro5-aDG cells, AlphaScreen; actives 0.22% (n = 360,000); activation, % at 10 µM; AID 624168, 2012; alpha-DG glycosylation AlphaScreen (IIH6); 0% Pro5, 100% B10-LARGE cell signal;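 active = activation of at least 8% versus controls, or a plate z-score of at least 8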;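 also: Pro5 are CHO cells carrying HIG-tagged alpha-DG that lacks glycosylation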
* marks the source's active call; other numbers are inactive results; / = not tested or not shown; & = joins results of further samples.

#1 CC1=CC(C)C(/C=N/n2cnnc2)C(C)C1 (centres undefined)
#2 O=C(CNC(=S)N(Cc1ccccc1)Cc1cccnc1)NCCN1CCOCC1
#3 CN(C)c1cccc(CNC(=O)c2csc([C@@H]3C[C@H](O)[C@@H](CO)O3)n2)c1
#4 COC(=O)c1ccc(C)c(N(CCO)CCO)c1
#5 COc1ccc(S(=O)(=O)NNC(=O)c2csc(-n3nc(C)cc3C(F)(F)F)n2)cc1OC
#6 CCOc1ccc(NC(=S)Nc2cccnc2)cc1
#7 NC(=O)c1ccc(NC(=O)COc2ccc(-n3cnnn3)cc2)cc1
#8 COc1cc(/C=C/C(=O)OCC(=O)NCCc2ccccc2)cc(OC)c1OC
Assay by compound,1,2,3,4,5,6,7,8
TRPM1 prom inh,4,9,/,-7,-2,2,-2,1
NR2E3 ag-1,-1,6,-3,4,5,-23,7,-8
aDG glyco up,-0.1,-0.2,-0.2,0.1,0.2,-0.2,0.0,0.0
Peg3 promoter,14,6,-2,11,10,-6,-5,0
HIF-2a inh,6,13,5,24,8,-25,13,6
Shn3 inh set2,4,-10,7,7,11,-6,-6,9
hiPSC survival,5.6,-0.5,-2.0,-1.6,4.4,0.4,-0.3,0.3
TWEAK-Fn14 inh,2,5,-12,-3,-26,-5,11,-34
CF NFkB inh,-11,3,-2,2,11,-22,5,12
KKLEB tox,6,-5,-11,8,-9,18,1,-3
NR2E3 ag-2,-4,0,/,-2,-3,4,1,0

Laid out differently: entries from further up
nr	smiles	TRPM1 prom inh	NR2E3 ag-1	aDG glyco up	Peg3 promoter	HIF-2a inh	Shn3 inh set2	hiPSC survival	TWEAK-Fn14 inh	CF NFkB inh	KKLEB tox	NR2E3 ag-2
3	CN(C)c1cccc(CNC(=O)c2csc([C@@H]3C[C@H](O)[C@@H](CO)O3)n2)c1	/	-3	-0.2	-2	5	7	-2.0	-12	-2	-11	/
4	COC(=O)c1ccc(C)c(N(CCO)CCO)c1	-7	4	0.1	11	24	7	-1.6	-3	2	8	-2

More records
#9 Cc1nn(CCC(=O)O)c2nc(-c3cccnc3)cc(C(F)(F)F)c12
#10 CC(=O)Nc1ccc(N/C=C/C(=O)c2ccc(Cl)cc2)cc1
#11 COc1ccc(O)c(CN2CCN(CCc3ccccc3)C(CCO)C2)c1 (centres undefined)
#12 CCCOc1ccccc1/C=C(\C#N)C(=O)Nc1cccc(C)n1
#13 COc1ccc(C(=O)N=C2SC3CS(=O)(=O)CC3N2Cc2ccc(F)cc2)cc1 (centres undefined)
#14 COc1ccc(-c2nc(CS(=O)(=O)CC(=O)NCc3ccc4c(c3)OCO4)c(C)o2)cc1
#15 CCOC(=O)c1ccc(S(=O)(=O)NCC(c2ccc(N(C)C)cc2)c2c[nH]c3ccccc23)cc1 (centres undefined)
#16 O=C(NCCCc1ccc(F)cc1)C1CCC(=O)N(CCCN2CCCC2=O)C1 (centres undefined)
Assay by compound,9,10,11,12,13,14,15,16
TRPM1 prom inh,11,-31,6,-41,13,0,3,-2
NR2E3 ag-1,-6,15,9,-20,-24,-4,22,-11
aDG glyco up,-0.1,-0.2,0.1,0.1,0.0,0.0,-0.8,0.0
Peg3 promoter,8,-42,-9,-40,24,3,34,-2
HIF-2a inh,16,-145,7,-9,11,5,12,9
Shn3 inh set2,7,-44,-17,-7,6,9,26,-11
hiPSC survival,0.5,-0.4,2.4,-0.2,1.4,-0.2,0.7,1.0
TWEAK-Fn14 inh,-21,-32,11,2,-2,8,13,-9
CF NFkB inh,-10,-10,-4,11,-6,-26,10,-9
KKLEB tox,-10,5,10,-10,-2,8,10,3
NR2E3 ag-2,-2,-1,0,-1,3,5,3,0

#17 CCOc1ccccc1N1CC(O)=C(c2nc3ccccc3s2)C1=N
#18 Cc1cc(C)n(Cc2ccc(Cl)nc2)n1
#19 O=c1[nH]sc2ccccc12
#20 CC(=O)Nc1ccc(S(=O)(=O)n2cnc3ccccc32)cc1
#21 CCCCNC(=O)c1ccc2c(c1)N(C)C(=O)c1ccccc1S2
#22 Cc1ccc(C)c(OCCC(=O)OCC(=O)NCc2ccccc2)c1
#23 CCOc1cccc2sc(N(CCN(C)C)C(=O)c3ccc(Br)s3)nc12
#24 CC(C)CCN(C(=S)Nc1cccc(C(F)(F)F)c1)C(C)c1ccccn1 (centres undefined)
Assay by compound,17,18,19,20,21,22,23,24
TRPM1 prom inh,36,-1,19,9,7,-8,-2,-2
NR2E3 ag-1,-16,-2,75*,-17,2,-3,-3,-14
aDG glyco up,-0.2,-0.2,-0.2,0.1,0.3,0.2,0.1,0.2
Peg3 promoter,29,-6,25,0,19,-2,2,4
HIF-2a inh,-41,14,16,-4,7,8,-3,9
Shn3 inh set2,16,-29,70,3,-7,-5,-13,21
hiPSC survival,0.4,2.0,-0.3,1.6,-0.4,-0.1,-0.4,-0.5
TWEAK-Fn14 inh,17,2,-13,12,2,5,13,22
CF NFkB inh,15,-9,-55,-17,-10,1,-6,22
KKLEB tox,-15,6,17,0,3,-8,-7,-1
NR2E3 ag-2,5,-4,/,0,0,2,2,1

#25 Cc1ccc(C(C)C)cc1OCC(=O)Nc1ccc(N2CCCCC2)cc1
#26 COC(=O)c1ccccc1NC(=O)CN1C(=O)NC2(CCCCCCC2)C1=O
#27 Cc1ccccc1NC(=O)COC(=O)c1cccnc1
#28 CCOC(=O)c1cc2c(=O)n3ccccc3nc2n(Cc2ccco2)c1=NC(=O)c1ccccc1OCC
#29 CCOc1ccc(OCC(=O)Nc2ccc(OC)cc2[N+](=O)[O-])cc1
#30 O=C(c1ccc(Br)o1)N1CCC(c2nc3ccccc3[nH]2)CC1
#31 COc1ccc(-c2nc(SC(CC(=O)NCCN3CCOCC3)c3cccs3)n[nH]2)cc1 (centres undefined)
#32 Cc1cc(C(C)(C)C)ccc1OCC(=O)N/N=C\c1c(C)n(C)n(-c2ccccc2)c1=O
Assay by compound,25,26,27,28,29,30,31,32
TRPM1 prom inh,4,1,11,11,5,-6,1,13
NR2E3 ag-1,-11,3,-43,-12,-11,19,16,-18
aDG glyco up,-0.1,0.1,0.0,1.0,0.2,0.1,0.1,0.0
Peg3 promoter,-1,-11,12,6,0,1,-4,7
HIF-2a inh,-23,-4,14,-9,1,14,6,-3
Shn3 inh set2,9,24,-9,5,1,9,4,-2
hiPSC survival,0.1,-0.3,2.2,-0.6,1.7,-0.2,-0.4,-0.7
TWEAK-Fn14 inh,-18,7,2,11,-45,6,-10,13
CF NFkB inh,-21,-9,-12,-26,-8,-12,2,-2
KKLEB tox,10,4,1,-3,-2,7,4,-13
NR2E3 ag-2,-4,5,-1,2,2,-2,5,2

#33 CC(O)c1ccc(-n2cnnn2)cc1 (centres undefined)
#34 CC1(C)S[C@@H]2[C@H](NC(=O)[C@H](N)c3ccccc3)C(=O)N2[C@H]1C(=O)O
#35 COCCn1c(SCC(=O)Nc2cccc(C(=O)OC)c2)nc2ccccc2c1=O
#36 Cc1coc2c1c(C)cc1oc(=O)c(Cc3ccccc3)c(C)c12
#37 Cc1ccc(-n2nc(C(=O)N3CCOCC3)cc2-c2ccc(Cl)cc2)cc1
#38 O=C(CCCOc1ccccc1)N1CCN(c2ccccc2)CC1
#39 CC(=O)NCC(=O)OCC(=O)c1ccccc1
Assay by compound,33,34,35,36,37,38,39
TRPM1 prom inh,-10,2&0,7,-15,8,-55,-9
NR2E3 ag-1,-2,-35&21,-13,1,6,-123,-15
aDG glyco up,0.1,-0.2&0.2,0.1,0.0,0.2,0.4,-0.1
Peg3 promoter,-15,-10&3,25,0,10,-237,20
HIF-2a inh,-13,3&-5,4,-14,20,-168,3
Shn3 inh set2,6,1&6,14,19,-1,-44,0
hiPSC survival,0.1,0.1&-1.6,4.3,-1.0,-5.1,0.7,-2.2
TWEAK-Fn14 inh,22,6&-27,2,21,14,-11,3
CF NFkB inh,-16,-18&11,-16,18,-9,2,14
KKLEB tox,8,9&-4,-21,-15,-4,9,-10
NR2E3 ag-2,0,-1&4,0,10,1,2,2

Part of the list above in a different format.
item | SMILES | TRPM1 prom inh | NR2E3 ag-1 | aDG glyco up | Peg3 promoter | HIF-2a inh | Shn3 inh set2 | hiPSC survival | TWEAK-Fn14 inh | CF NFkB inh | KKLEB tox | NR2E3 ag-2
29 | CCOc1ccc(OCC(=O)Nc2ccc(OC)cc2[N+](=O)[O-])cc1 | 5 | -11 | 0.2 | 0 | 1 | 1 | 1.7 | -45 | -8 | -2 | 2
30 | O=C(c1ccc(Br)o1)N1CCC(c2nc3ccccc3[nH]2)CC1 | -6 | 19 | 0.1 | 1 | 14 | 9 | -0.2 | 6 | -12 | 7 | -2
31 | COc1ccc(-c2nc(SC(CC(=O)NCCN3CCOCC3)c3cccs3)n[nH]2)cc1 (centres undefined) | 1 | 16 | 0.1 | -4 | 6 | 4 | -0.4 | -10 | 2 | 4 | 5
32 | Cc1cc(C(C)(C)C)ccc1OCC(=O)N/N=C\c1c(C)n(C)n(-c2ccccc2)c1=O | 13 | -18 | 0.0 | 7 | -3 | -2 | -0.7 | 13 | -2 | -13 | 2
33 | CC(O)c1ccc(-n2cnnn2)cc1 (centres undefined) | -10 | -2 | 0.1 | -15 | -13 | 6 | 0.1 | 22 | -16 | 8 | 0
34 | CC1(C)S[C@@H]2[C@H](NC(=O)[C@H](N)c3ccccc3)C(=O)N2[C@H]1C(=O)O | 2&0 | -35&21 | -0.2&0.2 | -10&3 | 3&-5 | 1&6 | 0.1&-1.6 | 6&-27 | -18&11 | 9&-4 | -1&4
35 | COCCn1c(SCC(=O)Nc2cccc(C(=O)OC)c2)nc2ccccc2c1=O | 7 | -13 | 0.1 | 25 | 4 | 14 | 4.3 | 2 | -16 | -21 | 0
36 | Cc1coc2c1c(C)cc1oc(=O)c(Cc3ccccc3)c(C)c12 | -15 | 1 | 0.0 | 0 | -14 | 19 | -1.0 | 21 | 18 | -15 | 10
37 | Cc1ccc(-n2nc(C(=O)N3CCOCC3)cc2-c2ccc(Cl)cc2)cc1 | 8 | 6 | 0.2 | 10 | 20 | -1 | -5.1 | 14 | -9 | -4 | 1
38 | O=C(CCCOc1ccccc1)N1CCN(c2ccccc2)CC1 | -55 | -123 | 0.4 | -237 | -168 | -44 | 0.7 | -11 | 2 | 9 | 2
39 | CC(=O)NCC(=O)OCC(=O)c1ccccc1 | -9 | -15 | -0.1 | 20 | 3 | 0 | -2.2 | 3 | 14 | -10 | 2

Screening results: PubChem, several laboratories
